# cardiac RTF act: increases calcium sensitivity of human cardiac regulated thin filaments; P19429+P45379; IANBD-labeled TnC RTF fluorescence at EC20 calcium; 0% EC20 calcium, 100% full calcium; activation, % at 7.2 µM; 340,000 tested, 0.24% active; AID 493008;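 active means activation above the mean over all tested compounds plus 3 SD, cut at about 30% in these data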;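 further: rise in fluorescence read as greater calcium sensitivity of cardiac thin filaments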
# Wnt act: activates Wnt/beta-catenin signaling in a reporter cell assay | activator, plate reader | activation, % at 9.35 µM | 300,000 tested, 1.2% active | AID 743398; in the data active means activation above about 30%, passing the limit was not always enough; inconclusive means no clear call, values can overlap the other calls;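 further: 0% = neutral control wells and 100% = positive control wells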
# C-LANA FP: inhibitors of KSHV LANA C-terminal domain DNA binding | MBP-C-LANA/FAM-LBS DNA binding, fluorescence polarization | AID 504423 | 340,000 tested, 0.078% active | inhibition, % at 9 µM;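 active means highest replicate inhibition at or above 60% at 9 µM, even if other replicates fall short; inactive means all replicates below 60% inhibition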;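 further: 0% = neutral control wells and 100% = 4 µM acridine orange control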
# Arr AP2 block: inhibitors of human beta-arrestin and AP2 interaction. FITC-arrestin peptide / GST-AP2 beads, flow cytometry; AP2 beta2 appendage carries R879A mutation. inhibition, % at 10 µM. 340,000 tested, 0.31% active. AID 504490;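 active means inhibition above a set limit, near 3 SD of compounds lacking own fluorescence, cut at about 54% in these data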;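 further: plate controls were DMSO wells for no effect and 5 µM unlabelled arrestin peptide for full effect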
#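 Material – AP2 appendage R879A on GSH beads · Buffer or medium – PBS with 0.05% Tween 20 and 0.1% BSA · Probe or stimulus – fluorescein-tagged arrestin peptide at 50 nM final · Incubation – compound with beads 12 min RT, then probe 1 h RT · Detection – high-throughput flow cytometry of beads, ex 488, em 535 nm · Evaluation – percent response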
# Pemphigus Ab inh: human desmoglein-3 autoantibody binding inhibition. 310,000 tested, 0.48% active. DSG3-coupled beads, scFv-anti-DSG3-GFP binding, flow cytometry; stronger effect = lower value. binding (percent of control), % at 10 µM;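 active means binding more than 3 SD below its plate's average and above zero; inconclusive means below that plate limit but binding exactly zero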;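 further: hits lower antibody fragment binding to DSG3; some compounds called inactive have numbers as strong as hits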
# OPRM1-OPRD1 inv: mu-delta opioid heterodimer inverse agonism; 340,000 tested, 0.21% active; inhibition, % at 9.3 µM; cell-based MOR-DOR heterodimer luminescence; AID 504357; P35372+P41143; in the data active means inhibition above about 22%, passing the limit was not always enough;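 further: 0% = cells with DMSO and 100% = wells without cells with DMSO; values of inactives mirror those of a sister screen read the other way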
# OPRM1-OPRD1 ag: OPRM1-OPRD1 heterodimerization agonism; P35372+P41143; cells, luminescence; activation, % at 9.3 µM; 340,000 tested, 0.3% active; AID 504326; in the data active means activation above about 18%;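 further: 0% = vehicle-treated cells and 100% = reference agonist; values of inactives mirror those of a sister screen read the other way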
# V-ATPase pH: yeast V-ATPase proton transport regulation by pHLuorin. S. cerevisiae, pHLuorin cytosolic pH fluorescence. response, % at 10 µM. 350,000 tested, 0.37% active; in the data active means response mostly above about 7.3%, no sharp cut-off; inactive means mostly below about 5.4%; further: actives read high; inactives centre near 0; some compounds called inactive have numbers as strong as hits; reference of the scale not given here
# Cardiac RTF inh: cardiac RTF calcium desensitization; P19429+P45379; IANBD-labeled cardiac RTF, Ca2+ fluorescence; inhibition, % at 7.15 µM; 340,000 tested, 0.12% active; AID 493244;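 active means inhibition above the mean inhibition of all tested compounds plus 3 SD, cut at about 17% in these data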;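 further: assay run at fixed EC70 calcium of 1.6 mM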
# Keap1-Nrf2 PPI: Keap1-Nrf2 (human) interaction inhibition; Q14145; Keap1 Kelch-Nrf2 peptide fluorescence polarization, 1536-well; inhibition, % at 9.4 µM; 340,000 tested, 0.15% active; in the data active means inhibition above about 12%; inconclusive means no clear call, values can overlap the other calls; inactive means below about 7.3%;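 further: human Keap1 Kelch domain with fluorescein labeled Nrf2 9mer peptide probe; 0% = neutral control wells and 100% = peptide positive control; higher means more block of Keap1 binding to Nrf2 peptide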
# Target sequence (Q14145 whole entry, looked up, the tested form may be a part): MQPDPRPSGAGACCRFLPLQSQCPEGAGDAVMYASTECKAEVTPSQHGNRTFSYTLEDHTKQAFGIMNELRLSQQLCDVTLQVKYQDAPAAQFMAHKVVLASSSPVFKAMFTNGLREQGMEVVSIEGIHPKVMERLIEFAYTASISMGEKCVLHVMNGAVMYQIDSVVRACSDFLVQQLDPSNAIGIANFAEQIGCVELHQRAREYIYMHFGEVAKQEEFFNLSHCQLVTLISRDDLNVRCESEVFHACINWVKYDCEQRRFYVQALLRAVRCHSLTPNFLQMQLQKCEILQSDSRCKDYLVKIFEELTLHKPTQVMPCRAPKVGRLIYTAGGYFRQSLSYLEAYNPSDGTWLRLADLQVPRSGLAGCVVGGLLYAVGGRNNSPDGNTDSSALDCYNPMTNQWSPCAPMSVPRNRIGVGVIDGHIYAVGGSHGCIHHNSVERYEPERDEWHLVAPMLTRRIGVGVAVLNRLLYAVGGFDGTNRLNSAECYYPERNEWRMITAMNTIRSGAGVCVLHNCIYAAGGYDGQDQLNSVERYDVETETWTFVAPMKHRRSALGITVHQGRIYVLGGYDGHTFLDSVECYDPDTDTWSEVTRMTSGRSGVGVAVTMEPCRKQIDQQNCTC
# An asterisk follows results filed as active; ? = inconclusive; / = not tested or not shown.
No.	mol	cardiac RTF act	Wnt act	C-LANA FP	Arr AP2 block	Pemphigus Ab inh	OPRM1-OPRD1 inv	OPRM1-OPRD1 ag	V-ATPase pH	Cardiac RTF inh	Keap1-Nrf2 PPI
1	CSc1scc2c1-c1nc(SCC(=O)C(C)(C)C)ncc1CC2	-4	-1	0.0	-13	/	9	-1.9	-1	-3	1
2	Cn1cnc([N+](=O)[O-])c1Nc1ccccc1O	3	-1	0.2	-2	/	15	-3.6	-1	-2	-1
3	COc1ccc(C(CC(=O)N2CCOCC2)c2c(OC)cc(OC)c3c(-c4ccccc4)cc(=O)oc23)cc1 (centres undefined)	5	-1	3.3	7	105	12	-2.6	9	11	-5
4	COc1ccc(/C=C/C(=O)OCC(=O)Nc2ccc(N3CCOCC3)cc2)cc1OC	-1	-3	-0.2	8	104	1	-0.3	-1	3	2
5	COc1ccc2[nH]c(C)c(CN3CCCCC3)c(=O)c2c1	-2	-3	-1.8	-2	119	-8	1.3	3	-1	-2
6	COc1ccccc1S(=O)(=O)N1CCNC(=O)C1	-6	0	0.2	-2	120	11	-2.2	4	-5	-4
7	O=S(=O)(NCC(Nc1ccc(Cl)cc1)c1ccccc1)c1ccc(Cl)cc1 (centres undefined)	1	-4	0.8	-21	102	-80	14	3	5	0
8	CCOc1ccc(N(CC(=O)Nc2ccc(C)cc2)S(C)(=O)=O)cc1	2	17	-0.8	14	108	-1	0.2	0	-6	-1
9	c1ccc2c(c1)ncn2Cc1nnc2sc(-c3ccc4c(c3)OCO4)nn12	-1	-4	2.7	4	101	10	-1.9	-2	-11	-7
10	c1ccc(Cc2nc3ccccc3n2Cc2ccccc2)cc1	-1	-2	0.2	1	109	-4	0.8	5	-2	-6
11	Cc1cc(C)cc(CN2C(=O)NC3(CCCCCC3)C2=O)c1	0	1	-3.0	-3	95	-4	0.9	-2	-6	4
12	CC(=O)NNC(=O)c1csc(Cc2c(Cl)sc3ccc(Cl)cc23)n1	10	-3	-2.9	2	/	-1	0.3	-2	-11	-1
13	CC(CN1CCOCC1)OC(=O)c1cccc(Cl)c1 (centres undefined)	3	0	0.9	27	118	3	-0.5	1	-12	4
14	COCCn1c(-c2ccc(F)cc2)nc2oc3cc(OC)ccc3c(=O)c2c1=O	2	2	-1.5	1	/	7	-1.4	1	-3	1
15	COc1ccc(NC(=S)NCCCN2CCN(C3CCCCC3)CC2)cc1	3	-1	0.4	9	117	7	-1.4	2	-10	-5
16	CC(CCc1ccc(O)cc1)NC1C2CC3CC(C2)CC1C3 (centres undefined)	5	/	-1.1	8	/	8	-1.5	5	-5	-2
17	Cc1nc2nc[nH]n2c(=O)c1C/C=C/c1ccccc1	1	0	-0.7	2	100	-4	0.7	-5	-1	-1
18	CC1CCN(C(=O)c2[nH]cnc2C(=O)N2CCN(C(=O)OC(C)(C)C)CC2)CC1	4	-4	0.2	1	97	10	-1.9	0	8	-1
19	Cc1ccc(S(=O)(=O)N2CCN(C(=O)CSc3nnnn3C)CC2)c(C)c1	-2	1	1.9	-10	99	14	-3.0	0	-16	-1
20	CCCNC(=O)CN1C(=O)NC2(CCCc3cc(OC)ccc32)C1=O (centres undefined)	-2	/	1.4	-9	101	-1	0.2	2	-7	-1
21	COc1ccc(C(=O)Nc2ccc(NC(=O)C3CCCCC3)nc2)cc1	0	-2	0.8	6	107	4	-0.8	1	-5	-6
22	COC(=O)c1cc(OC)c(OC)cc1N1C(=O)CC(C)(C)CC1=O	0	/	-0.8	-1	111	19	-4.1	3	0	3
23	COC(=O)[C@@H](Cc1ccccc1)NC(=O)NCCc1c[nH]c2ccccc12	3	-5	0.8	-17	96	4	-1.0	1	6	-3
24	CCC1CCC/C1=N\NC(=O)c1ccc(Cl)cc1 (centres undefined)	-2	5	-1.7	8	111	7	-1.4	1	-13	2
25	Cc1ccc(S(=O)(=O)N(C)C)cc1NC(=O)C1CCCC1	2	7	2.3	-7	115	18	-3.4	1	8	0
26	CCC(=O)Nc1nc2ccc([N+](=O)[O-])cc2s1	-1	15	0.6	1	99	6	-1.2	1	0	-11
27	CCN(CC)S(=O)(=O)c1ccc(OC)c(NC(=O)c2cccs2)c1	-4	-1	-1.7	15	/	9	-1.9	2	-5	0
28	Cc1ccc(OCCN2C(=O)S/C(=C\c3ccc(C)o3)C2=O)cc1	9	/	0.9	-1	215	-10	1.9	-1	-10	-7
29	COC(=O)Nc1nc2c(C)cccc2s1	-5	5	-1.2	-7	110	-1	0.2	1	-5	-3
30	CCOc1ccc(NS(=O)(=O)c2ccc(NC(=O)c3cccnc3)c(OC)c2)cc1	3	-2	-0.1	-14	113	8	-1.7	-1	-8	-3
31	COc1ccc(CC(=O)Oc2ccccc2[N+](=O)[O-])cc1	0	0	1.1	0	115	18	-3.4	0	2	2
32	O=C(O)C1CC(=O)N(CCc2ccc(F)cc2)C1 (centres undefined)	4	1	-6.3	-3	117	14	-2.9	4	-2	-3
33	Cc1ccc(-c2n[nH]c(=S)n2/N=C/c2c(C)[nH]n(-c3ccccc3)c2=O)cc1	7	0	0.0	3	100	22	-4.4	0	-13	3
34	CCCCC(=O)OCC(=O)Nc1cccc(S(=O)(=O)NC2=NCCCCC2)c1	-8	0	-1.0	1	101	22	-4.3	0	-8	-3
35	O=C(O)Cn1nc(-c2ccccc2)cc1-c1ccccc1	3	3	0.9	-13	113	13	-2.5	0	-9	-4
36	O=C(NC(c1ccccc1)c1ccccn1)c1cccc([N+](=O)[O-])c1 (centres undefined)	/	-1	1.2	-42	106	/	/	4	/	-8
37	Cn1ncc2c(NCc3ccccc3)nc(NCCCO)nc21	3	-1	1.7	-1	103	14	-2.8	1	-10	-1
38	CC1CCN(C(=O)Cn2c(=O)n(CCc3ccccc3)c(=O)c3ccccc32)CC1	-3	-1	0.6	2	102	11	-2.6	0	-5	4
39	CCOC(=O)c1c(N2C(=O)CC(Sc3ccccc3C(=O)O)C2=O)sc(C)c1C (centres undefined)	-11	-1	-0.7	15	100	5	-1.0	-3	1	1
40	O/N=C(\c1ccc(Cl)cc1Cl)c1ncc(C(F)(F)F)cc1Cl	-2	/	0.0	1	99	-59	9.9	/	-5	-4
41	Fc1ccccc1COc1ccc(Br)cc1CNCc1cccnc1	6	0	1.4	-3	114	1	-0.2	-2	-12	-7
42	COc1ccc2c(c1)C(C)=CC(C)(C)N2C(=O)CNCc1ccc2c(c1)OCO2	8	-2	-0.6	0	/	-8	1.5	-2	-15	-1
43	CCC1Sc2ccc(S(=O)(=O)CCC(=O)Nc3cccc(Br)c3)cc2NC1=O (centres undefined)	12	2	-0.4	2	94	-2	0.3	-2	-5	0
44	CCOC(=O)C1(CC2CCCCO2)CCN(Cc2ccc(OC)cc2F)CC1 (centres undefined)	9	-1	-1.6	-2	100	-278	48*	-1	3	0
45	CC1CCCN(C(=O)c2nn(C)c3c2CS(=O)(=O)c2ccccc2-3)C1 (centres undefined)	6	0	0.1	-6	104	-10	2.1	0	-2	0
46	CC(C)OP(=O)(c1ccc(N(C)C)cc1)C(O)c1ccccc1F (centres undefined)	-5	/	-2.3	-1	99	18	-3.8	2	0	-1
47	C=CCSc1nnc(-c2ccc(Cl)cc2Cl)o1	2	?	1.2	12	97	-16	2.9	-7	1	-6
48	CCCNc1cc(=S)nc(N)[nH]1	5	-1	-1.0	-14	100	6	-1.2	1	-3	2
49	O=C(N/N=C/c1ccccc1O)c1cccc2ccccc12	4	0	0.0	34	116	12	-2.4	-2	6	1
50	Cc1cc(N(C)C)ccc1N=Nc1ccc2ncccc2c1	-5	42*	2.3	3	97	-3	0.7	-1	3	-2
51	COCc1cc(Sc2ccc(Cl)cc2)nc(-c2ccccc2)n1	-3	-1	2.6	2	109	-3	0.8	0	1	-7
52	NNC(=O)c1csc(Cc2c(Cl)sc3ccc(Cl)cc23)n1	8	3	-2.1	1	112	5	-1.0	1	0	-3
53	O=C(NC(=S)N1CCCCCC1)c1ccccc1Cl	1	-1	-1.1	10	98	15	-2.9	-3	-4	-3
54	CCc1cc2c(SCC(=O)NC3CC3)ncnc2s1	6	-2	2.7	6	117	7	-1.3	0	-1	3
55	Cc1cc(NC(=O)c2ccc3c(c2)C(=O)N(Cc2ccccc2)C3=O)no1	-1	/	1.2	-12	107	-11	1.6	/	3	-2
56	Cn1c(=O)c(=O)n(C)c2cc(S(=O)(=O)N3CCN(Cc4ccccc4)CC3)ccc21	3	1	1.0	-14	96	12	-2.4	0	-8	3

# (next part)
No.	mol	cardiac RTF act	Wnt act	C-LANA FP	Arr AP2 block	Pemphigus Ab inh	OPRM1-OPRD1 inv	OPRM1-OPRD1 ag	V-ATPase pH	Cardiac RTF inh	Keap1-Nrf2 PPI
57	Cc1cc(C)n2nc(S(=O)(=O)N(CC(C)C)CC(C)C)nc2n1	-1	-9	-0.6	13	108	7	-1.3	2	-4	0
58	CC1=CC(C)C2COC(c3ccc[n+](C)c3)C1C2C (centres undefined)	11	-3	-1.0	-19	89	7	-1.0	-7	-21	-5
59	COc1ccc(OC)c(C(c2nnnn2C2CCCC2)N2CCN(c3ccc(F)cc3)CC2)c1 (centres undefined)	-3	/	0.3	-2	104	-9	1.9	3	-5	0
60	COCCCNCC#CCOc1ccc(OC)cc1	0	-5	0.8	10	87	14	-2.9	0	1	-4
61	CC(=O)NC(Cc1c[nH]c2ccccc12)C(=O)OCC(=O)Nc1cc(C)on1 (centres undefined)	-1	-2	-2.3	-1	/	15	-2.4	8	1	-2
62	COC(=O)C1=C(C)N(Cc2ccco2)C(=O)N[C@@H]1c1cccc(C(F)(F)F)c1	10	/	1.3	-5	98	2	-0.4	-3	2	-5
63	O=C(COC(=O)/C=C/c1ccccc1)NCc1cccs1	2	2	0.1	-8	101	3	-0.8	1	-4	1
64	O=C(NCc1ccc(Cl)cc1)c1ccc2nc[nH]c2c1	10	-1	-1.3	4	81	2	-0.2	2	3	-1
65	Cc1cc(C)c(C(=O)COC(=O)C2CC3CCCC(C2)C3=O)c(C)c1 (centres undefined)	-1	-5	1.0	1	96	-3	0.6	2	-5	-1
66	O=C(NCCc1ccccc1)c1cccc(NC(=O)C2CC2)c1	-8	0	2.4	0	109	12	-2.6	-2	-4	2
67	COc1ccc(N2C(=O)CSC23C(=O)N(CC(=O)NC2CCCC2)c2ccccc23)cc1 (centres undefined)	-1	0	0.3	10	/	0	-0.1	-2	-10	-2
68	Cc1cc(Nc2ccccc2Cl)c2ccccc2n1	5	-1	-1.5	8	91	3	-0.7	-2	2	0
69	C[C@H](CO)N1C[C@H](C)[C@@H](CN(C)S(C)(=O)=O)Oc2ccc(NS(=O)(=O)c3ccccc3)cc2C1=O	-7	-3	0.6	/	98	7	-1.3	1	7	3
